High-throughput results from PubChem BioAssay.
S100A4 inh HTS = inhibitors of human S100A4 binding to myosin IIA peptide; P26447; S100A4/TAMRA-MyoIIA peptide fluorescence polarization; inhibition, % at 10.7 µM; 0.14% of 360,000 active;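 active = mean inhibition of at least 70% across replicates, with every replicate also reaching that level; inconclusive = mean inhibition reaches 70% but some replicates fall short; inactive = mean inhibition below 70%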
Target sequence (P26447 whole entry, looked up): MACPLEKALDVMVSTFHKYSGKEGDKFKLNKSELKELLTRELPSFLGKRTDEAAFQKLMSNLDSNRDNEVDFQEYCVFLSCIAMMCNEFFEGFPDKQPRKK
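Test system: S100A4 monomer protein. Medium: HEPES buffer with Ca2+, pH 7.2. Reagent: fluorescent myosin IIA peptide, 5 nM. Compound dosing: single-point compound testing. Timing: 5 min between mix addition and reading. Benchmarks: DMSO neutral and TFP positive wells.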
C2C12 statin = suppression of simvastatin myotoxicity; 0.78% of 330,000 active; C2C12 myotubes + simvastatin, ATP luminescence, 48 h; scaled: DMSO 0, geranylgeraniol control 100; rescue of ATP level, % at 7.49 µM;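 active = mean ATP rescue above about 67%, or every replicate alone reaching that limit, limit read from the data, passing the limit was not always enough; inconclusive = no clear call, values can overlap the other calls; inactive = mean under the limit and some replicate under it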;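 note: myotubes were challenged with 10 µM simvastatin during compound exposure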
E-selectin induc = induces E-selectin expression in human endothelial cells; HUVEC E-selectin immunofluorescence imaging; normalized: neutral wells 0, TNF-alpha wells 100; activation, % at 7.58 µM; 0.37% of 260,000 active; AID 686992;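 active = mean E-selectin-positive cell signal at least 10% of the positive control, reached in at least 60% of replicates, without over 20% cell loss; inconclusive = no rule given, readout overlaps actives, possibly toxicity-flagged; inactive = the rest, including those meeting only one limit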;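 note: in these data hits start at about 27%; measured in HUVEC primary endothelial cells; signal is the percent of cells scored E-selectin positive by PE staining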
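Test system: HUVEC | Signal: Immunofluorescence imaging | Read-out: Percent E-selectin-positive cells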
ERp5 inh = inhibitors of human ERp5 | ERp5 insulin aggregation, absorbance 650 nm, 90 min | inhibition, % at 9.99 µM | 0.05% of 350,000 active;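 active = mean replicate inhibition above about 25%, with every replicate also reaching it, limit read from the data, passing the limit was not always enough; inconclusive = only one of those two criteria met; inactive = neither criterion met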
Target sequence (Q15084 whole entry, looked up): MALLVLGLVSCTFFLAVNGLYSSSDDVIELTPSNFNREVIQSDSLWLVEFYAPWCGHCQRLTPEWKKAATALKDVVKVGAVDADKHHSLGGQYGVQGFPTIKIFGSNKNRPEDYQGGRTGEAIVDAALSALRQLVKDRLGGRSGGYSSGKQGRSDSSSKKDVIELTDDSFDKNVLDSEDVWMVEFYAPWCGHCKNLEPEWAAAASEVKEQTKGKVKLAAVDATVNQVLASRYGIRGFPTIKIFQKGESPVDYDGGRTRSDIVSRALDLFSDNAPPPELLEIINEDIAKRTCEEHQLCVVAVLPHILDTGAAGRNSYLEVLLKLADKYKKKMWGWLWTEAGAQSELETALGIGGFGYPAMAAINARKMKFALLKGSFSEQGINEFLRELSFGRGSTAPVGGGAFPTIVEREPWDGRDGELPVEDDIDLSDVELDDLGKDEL
DENV2 CPE rescue = protects cells from dengue virus 2 cytopathic effect; DENV2-infected cells, cytopathic effect rescue, plate reader; CPE inhibition, % at 9.99 µM; 1.7% of 350,000 active; in the data active = CPE inhibition above about 20%, passing the limit was not always enough; inconclusive = no clear call, values can overlap the other calls; tested in BHK-21 cells;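 note: 0% = median of neutral control wells and 100% = median of positive control wells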
PglD inh = blocks C. jejuni PglD acetyltransferase activity | inhibition, % at 12.5 µM | 0.098% of 360,000 active | purified PglD enzyme, DTNB colorimetric CoA detection; in the data active = inhibition above about 16%, passing the limit was not always enough; inconclusive = no clear call, values can overlap the other calls; note: strong numbers were not always called active
SIRT5 block = sirtuin-5 (human) deacylase inhibition. Purified SirT5, succinyl-peptide AMC, trypsin-coupled fluorescence. 1.1% of 330,000 active. inhibition, % at 15 µM. Q9NXA8; in the data active = inhibition above about 15%; inconclusive = no clear call, values can overlap the other calls
Target sequence (Q9NXA8 whole entry, looked up): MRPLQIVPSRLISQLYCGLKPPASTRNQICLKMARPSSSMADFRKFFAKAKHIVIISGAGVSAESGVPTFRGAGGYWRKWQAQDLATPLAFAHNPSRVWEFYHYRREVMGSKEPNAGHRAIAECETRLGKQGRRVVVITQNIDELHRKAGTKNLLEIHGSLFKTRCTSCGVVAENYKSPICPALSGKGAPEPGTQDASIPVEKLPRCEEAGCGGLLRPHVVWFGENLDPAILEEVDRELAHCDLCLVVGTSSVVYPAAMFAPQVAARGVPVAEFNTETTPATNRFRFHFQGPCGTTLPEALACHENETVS
The depositor's hits bear a star; ? = inconclusive; / = not tested or not shown; & = joins results of further samples. This is a subset (hit frequency here may not be typical).

Values in the order: S100A4 inh HTS, C2C12 statin, E-selectin induc, ERp5 inh, DENV2 CPE rescue, PglD inh, SIRT5 block
CC1(C(=O)NS(=O)(=O)c2ccccc2Cl)CCN1C(=O)C1CC1 (stereo not drawn)
  -3, 3, 0.0, -3, 17, 3, 0
COc1ccc(/C=C/C(=O)NC(=S)N2CCSCC2)cc1
  -1, /, /, 1, 2, /, 4
CC1CCCN(C(=O)Cn2nnc(-c3ccccc3F)n2)C1 (stereo not drawn)
  -21, 7, /, 0, -1, 7, -1
CC(C)CCn1c(=O)c2ccccc2n2c(CCl)nnc12
  -2, 12, /, -2, 8, 2, -2
CN(C)CCCN(C(=O)c1ccc(S(=O)(=O)N2CCc3ccccc32)cc1)c1nc2ccc(F)cc2s1
  6, -1, /, -6, 5, 3, 0
NC(=O)C[n+]1cccc2ccccc21
  -4, -1, /, -11, 3, -7, -3
CCOC(=O)c1[nH]c2ccccc2c1NC(=O)CC(C)(C)C
  -2, 35, 0.3, -2, 9, 1, -3
COc1ccc(-n2c(Cc3cccn3C)nnc2SCC(=O)Nc2nc(C)cs2)cc1
  1, 0, 0.3, 4, ?, 3, -5
COc1cc2cc(CCOC(=O)c3ccc(C#N)cc3)oc(=O)c2cc1OC
  2, 2, -0.1, -8, -13, 0, /
CCC(=O)N1C[C@H](C)[C@H](OC)CN(C)C(=O)c2ccc(NC(=O)CC(F)(F)F)cc2OC[C@H]1C
  -26, /, 0.4, 0, 3, /, 7
O=C(COc1ccc(Cl)cc1)NCc1ccccc1
  -8, -9, /, 1, 4, -2, -2
COc1cc(SC)ccc1C(=O)NCCN1CCOCC1
  2, /, 0.0, 3, 5, /, 1
COc1ccc(NC(=O)Nc2cccc([N+](=O)[O-])c2)cc1Cl
  3, /, 0.2, -3, 16, -1, -7
CC1CCC(NC(=O)c2ccc(Br)o2)CC1 (stereo not drawn)
  -1, 3, -1.7, -8, -4, -3, 1
O=C(Nc1nccs1)c1cc2cc(Cl)ccc2oc1=O
  1, -5, /, -4, 4, 9, 21*
CN1CCN(C(=S)NC(=O)c2ccc(S(=O)(=O)N3CCOCC3)cc2)CC1
  2, /, 0.1, -3, 2, /, -4
COc1cc(-c2cc(C(=O)OCC(=O)Nc3ccc4c(c3)OCO4)c3ccccc3n2)cc(OC)c1OC
  -1, /, -0.2, -3, 11, 5, -7
COCCCNc1nc2ccccc2nc1NS(=O)(=O)c1cc(Cl)ccc1Cl
  -2, 5, /, 2, -2, -6, 1
CC1(C(=O)NS(=O)(=O)Cc2cccc(Cl)c2)CCN1C(=O)Cc1ccc(-c2ccccc2)cc1 (stereo not drawn)
  -5, -6, 0.1, -6, 1, -2, 2
O=[N+]([O-])c1cc(C(F)(F)F)cc([N+](=O)[O-])c1NCCCN1CCOCC1
  -6, /, /, -4, /, /, 5
CC(=O)NC(c1ccccc1)c1nc(-c2cccc(CO)c2)cs1 (stereo not drawn)
  0, -6, 0.9, -2, 3, -4, -1
CCc1ccccc1NC(=O)C1CCCN1S(=O)(=O)c1ccc2c(c1)n(C)c(=O)c(=O)n2C (stereo not drawn)
  0, 2, /, 4, 1, 1, -2
O=C(Nc1ccccc1F)N1CC(=O)N2[C@H](CO)[C@H](c3ccc(C#Cc4ccccc4)cc3)[C@@H]2C1
  4, /, 0.4, 6, 6, /, -1
C[C@@H]1CN([C@H](C)CO)C(=O)c2cc(NC(=O)CCCCCC(=O)Nc3ccccc3N)ccc2O[C@@H]1CN(C)S(=O)(=O)c1cccs1
  -1, /, /, 3, -7, /, -1
CCCCCCCC[n+]1c(C)n(-c2ccccc2)c2ccc(NC(C)=O)cc21
  -4, /, -0.1, 1, 3, /, -3
COc1ccc(C#Cc2ccc([C@@H]3[C@H](CO)N4CCCCN(C(=O)Nc5ccc(F)cc5)C[C@@H]34)cc2)cc1
  13, /, -0.5, 1, 3, 1, 6
Cc1ccc2c(C)c(C(=O)N3CCC(O)(c4ccccc4)CC3)oc2c1C
  2, -9, 0.0, 2, -4, -2, -4
C[C@H](CO)N1C[C@H](C)[C@@H](CN(C)CC2CC2)Oc2c(NC(=O)C3CCOCC3)cccc2C1=O
  -8, -10, 0.1, 3, 6, 2, -1
CCOC(=O)c1sc(-c2ccc(Cl)cc2)nc1O
  -2, /, -0.2, 3, -4, 2, -1
CCCCN(C(=S)NC(=O)c1ccccc1)c1c(N)n(Cc2ccccc2)c(=O)[nH]c1=O
  0, 9, 40*, -1, 2, 5, 2

Complete entries as entered above. Values in the order: S100A4 inh HTS, C2C12 statin, E-selectin induc, ERp5 inh, DENV2 CPE rescue, PglD inh, SIRT5 block
`COc1ccc(NC(=O)Nc2cccc([N+](=O)[O-])c2)cc1Cl` across the screens: 3, /, 0.2, -3, 16, -1, -7
`CCC(=O)N1C[C@H](C)[C@H](OC)CN(C)C(=O)c2ccc(NC(=O)CC(F)(F)F)cc2OC[C@H]1C` across the screens: -26, /, 0.4, 0, 3, /, 7

Later entries
Values in the order: S100A4 inh HTS, C2C12 statin, E-selectin induc, ERp5 inh, DENV2 CPE rescue, PglD inh, SIRT5 block
Cc1ccc(C(=O)NC(=C(Cl)Cl)S(=O)(=O)c2ccc(Cl)cc2)cc1
  -3, /, /, -2, 0, /, 0
O=C(C[C@@H]1C[C@@H]2c3cc(NC(=O)c4ccc5c(c4)OCO5)ccc3O[C@@H]2[C@@H](CO)O1)NCC1CC1
  8, -4, 1.0, 0, ?, -2, -10
COc1nccc(C(F)(F)F)c1C(=O)Nc1ccc(Cl)cc1
  5, 12, 2.2, 2, 1, 0, -2
O=C(CN(C(=O)CCC(=O)Nc1nccs1)c1ccc2c(c1)OCO2)NCc1ccccc1
  2, 4, /, 0, -3, 3, -1
O=C(C[C@H]1CC[C@H]2[C@@H](COC[C@@H](O)CN2C(=O)c2cccnc2)O1)Nc1ccc(-c2ccccc2)cc1
  -15, -1, 0.3, -4, -4, -3, 0
COc1cc(C(=O)OCC(=O)c2c(N)n(C)c(=O)n(C)c2=O)ccc1OCCC(C)C
  -3, /, /, 18, 4, /, 0
Cc1ccc(Cn2cnc3c(cnn3-c3ccc(F)cc3)c2=O)cc1
  0, /, 0.2, -3, 0, /, 1
CO[C@@H]1CN(C)C(=O)c2ccc(NC(C)=O)cc2OC[C@@H](C)N(C(=O)C2CC2)C[C@@H]1C
  9, -5, 0.1, 1, 4, 61, -3
Cc1ccccc1NS(=O)(=O)c1cc2c(cc1C)NC(=O)CO2
  1, -5, -0.6, 5, 10, 1, 0
O=C(C[N+]1(CC#Cc2ccccc2)CCCCC1)c1ccccc1
  3, /, 1.7, 7, -1, 1, 0
O=C(CSc1nc2scc(-c3ccccc3)c2c(=O)[nH]1)NC1CCCCC1
  -4, /, 1.6, 1, 4, /, 8
COc1ccccc1NS(=O)(=O)c1cc(N=N/C(C(=O)Nc2ccc(Cl)cc2)=C(/C)O)ccc1C
  2, -5, -0.3, 2, 6, 3, 3
CN(C(=O)CN(c1ccccc1)S(=O)(=O)c1ccc(F)cc1)C1CCS(=O)(=O)C1 (stereo not drawn)
  3, 3, 0.0, 4, 7, -3, -3
O=C(CC1CC1)N1CC2(C1)[C@H](c1ccccc1)[C@@H](CO)N2C(=O)c1cccnc1
  -4, /, -0.1, 3, -5, /, -2
Cc1cc(NC(=O)CSc2nc3cc(C(=O)NCCCOC(C)C)ccc3c(=O)n2Cc2ccco2)no1
  -3, 0, 3.6, 0, -1, 2, -4
Cc1cc(C)n(CCC(=O)N2CCc3ccccc32)n1
  1, 1, /, -12, -6, 1, -12
COc1cccc(C(=O)N2CCN(C(=O)Cc3ccccc3)CC2)c1
  4, /, /, -4, 15, /, /
O=C(CSc1ncnc2ccccc12)Nc1ccc2c(c1)OCO2
  -8, 5, 0.2, 4, -8, -1, 1
Cc1ccc(C(O)CSc2nnc(-c3ccc4ccccc4c3)n2C)cc1 (stereo not drawn)
  4, -7, 0.0, -1, -5, -2, -2
O=C(NCCc1nc2ccccc2[nH]1)C1CCC(=O)N(CCc2cccc(F)c2)C1 (stereo not drawn)
  -10, -11, -0.1, 5, 3, 3, -2
O=C1CN(C(=O)COC(=O)CCC(=O)c2ccc(Cl)cc2)c2ccccc2N1
  6, 3, -0.1, 3, -1, 1, /
COc1ccc(NC(=O)Nc2cccc3c2O[C@@H](CN(C)CC2CCCCC2)[C@@H](C)CN([C@H](C)CO)C3=O)cc1
  -24&0, 26&-13, 0.2&0.4, -3&-1, -2, 0&3, 0
CCC(=O)N1[C@H](CNC(C)=O)[C@@H](c2ccc(-c3cccc(F)c3)cc2)[C@@H]1CO
  4, -20, -0.1, -1, -2, 1, 0
CCN(CC)CCOC(=O)C(Cc1cccc2ccccc12)CC1CCCO1 (stereo not drawn)
  -2, -2, -0.4, -2, -5, -5, 0
COC(=O)c1ccccc1NC(=O)CCS(=O)(=O)c1ccc(Br)cc1
  -4, /, -0.6, 3, 1, /, -1
Cc1ccc(C2=NN(C(=O)CN3C(=O)c4ccccc4S3(=O)=O)C(c3ccco3)C2)cc1 (stereo not drawn)
  -2, /, -0.2, 14, /, /, -1
C[C@H](CO)N1C[C@H](C)[C@H](CN(C)C(=O)C2CC2)Oc2cc(-c3ccccc3F)ccc2S1(=O)=O
  3, -10, -0.2, -3, -2, -1, 7
CCN(C(=O)COC(=O)CCc1ccccc1)c1ccccc1
  -5, 0, /, 1, -6, -1, 1
O=C(CN1CCOCC1)Nc1ccccc1C(=O)O
  1, 4, /, 3, /, 1, /
O=C(CCN1C(=O)[C@@H]2Cc3ccccc3CN2C1=O)N[C@H](C(=O)O)c1ccccc1
  0, 0, 8.1, -4, -5, -1, -2
COc1cc(/C=C2\CCCc3c2nc2ccccc2c3C(=O)O)cc(OC)c1O
  -3, /, 1.4, 1, 2, -7, -2
c1ccc(CSc2ncnc3c2ncn3C2CCCCO2)cc1 (stereo not drawn)
  -2, -2, -0.2, -7, ?, -4, /
O=C(CCCc1c[nH]c2ccccc12)Nc1ncccc1O
  -7, -1, /, -1, 8, 5, -3
CCOC(=O)N1CCC(NC(=O)c2ccc3c(c2)N(Cc2ccc(C)cc2)CCS3)CC1
  6, -19, 0.1, -5, 11, 5, -2
CC(NC(=O)COC(=O)c1cccnc1Cl)C12CC3CC(CC(C3)C1)C2 (stereo not drawn)
  -6, -2, /, -7, -7, -4, 1
Cc1cc(C(=O)Nc2cccc3c2O[C@H](CN(C)Cc2ccc(-c4ccccc4)cc2)[C@H](C)CN([C@H](C)CO)C3=O)n(C)n1
  5, -5, -0.2, 0, -13, -1, 6
COc1cccc(/C=C2\SC(=S)N(CCCC(=O)Nc3cc(C)on3)C2=O)c1
  -8, -2, -4.0, 0, -4, 1, 2
O=C(C[C@@H]1CC[C@H]2[C@@H](COC[C@@H](O)CN2Cc2nccs2)O1)NCc1ccccc1F
  -8, -2, 0.1, 3, 11, 2, 6
C/C(=N/N1CCN(c2ccccn2)CC1)c1ccc([N+](=O)[O-])cc1
  /, -2, 0.6, /, /, 0, /
CCCCNc1cc(F)nc(N)n1
  -1, /, /, 1, 3, /, 3
